Assay outcomes: PubChem, several laboratories
MazEF act – activators of E. coli MazEF toxin-antitoxin RNase, primary screen, biochemical, fluorescence, uHTS. Endoribonuclease toxin MazF (Escherichia coli (strain K12)), P0AE70. activation, % at 20 µM. FAM/BHQ RNA-DNA oligo cleavage fluorescence, 5 h. hit rate 0.32% among 350,000; in the data active means activation above about 50%
Target sequence (P0AE70 whole entry, looked up): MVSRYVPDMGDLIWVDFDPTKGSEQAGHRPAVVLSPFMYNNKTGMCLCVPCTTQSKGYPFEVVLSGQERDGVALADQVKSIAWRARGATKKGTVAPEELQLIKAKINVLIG
BoNT-A LC inh2 – BoNT/A light chain protease inhibitors, primary screen, biochemical, flow cytometry, MLPCN library | Botulinum neurotoxin type A light chain protease (Clostridium botulinum A str. ATCC 3502) | multiplex microsphere protease substrate cleavage | inhibition, % at 10 µM | hit rate 0.17% among 360,000 | AID 588499, 2011; further: plate controls were buffer without enzyme for full effect and enzyme alone for no effect
SSB-PriA inh – inhibitors of Klebsiella pneumoniae PriA binding to SSB C-terminal tail, primary screen, biochemical, AlphaScreen. hit rate 0.6% among 430,000. PriA–SSB C-terminal tail interaction (Klebsiella pneumoniae). AlphaScreen SSBct-PriA binding, biotinylated peptide. inhibition, % at 33 µM. AID 1272365, 2023; in the data active means inhibition mostly above about 37%, no sharp cut-off; inactive means mostly below about 20%;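 further: plate controls were negative control peptide for no effect and reference peptide for full effect; strong numbers were not always called active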
PrPC surface inh – inhibitors of human cell surface prion protein PrPC, primary screen, cell-based, TR-FRET | Major prion protein (Homo sapiens), P04156 | TR-FRET read-out | inhibition, % at 13.8 µM | hit rate 0.43% among 370,000; in the data active means inhibition above about 24%; further: 0% = median of the test wells and 100% = reference compound wells
Anthrax LF inh2 – Bacillus anthracis LF protease inhibitors, primary screen, biochemical, multiplex microsphere, MLPCN library; multiplex microsphere protease cleavage assay; inhibition, % at 10 µM; hit rate 0.12% among 360,000; further: plate controls were buffer without enzyme for full effect and enzyme alone for no effect
SARS 3CLpro inh – SARS-CoV 3CLpro protease inhibitors, primary screen, biochemical, quenched FRET; Replicase polyprotein 1ab (Severe acute respiratory syndrome coronavirus), P0C6X7; recombinant SARS-CoV 3CLpro, quenched FRET peptide cleavage; inhibition, % at 6 µM; hit rate 0.14% among 290,000; AID 1706, 2009; in the data active means inhibition above about 12%
Rv3671c inh – Rv3671c serine protease inhibitors, primary screen, biochemical, fluorescence polarization, M. tuberculosis H37Rv | P9WHR9 | inhibition, % at 5.96 µM | hit rate 0.048% among 320,000; in the data active means inhibition above about 38%;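 further: extracellular domain of Rv3671c used as enzyme; 0% = enzyme with DMSO and 100% = no enzyme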
Target sequence (P9WHR9 whole entry, looked up, the tested form may be a part): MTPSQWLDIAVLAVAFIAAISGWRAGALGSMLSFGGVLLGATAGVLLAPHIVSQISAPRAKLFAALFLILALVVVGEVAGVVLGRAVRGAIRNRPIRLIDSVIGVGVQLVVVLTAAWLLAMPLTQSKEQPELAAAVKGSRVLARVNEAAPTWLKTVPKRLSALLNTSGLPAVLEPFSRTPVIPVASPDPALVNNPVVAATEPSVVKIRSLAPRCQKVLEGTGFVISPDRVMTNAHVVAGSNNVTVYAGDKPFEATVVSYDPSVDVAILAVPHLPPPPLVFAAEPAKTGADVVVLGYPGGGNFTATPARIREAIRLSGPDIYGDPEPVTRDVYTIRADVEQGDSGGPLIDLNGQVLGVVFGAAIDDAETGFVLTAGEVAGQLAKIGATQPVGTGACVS
BoNT F protease – BoNT/F light chain protease inhibitors, primary screen, biochemical, flow cytometry, MLPCN library; hit rate 0.22% among 360,000; AID 588497, 2011; inhibition, % at 10 µM; Botulinum neurotoxin type F light chain protease (Clostridium botulinum); Multiplex microsphere protease cleavage assay; in the data active means inhibition above about 35%, passing the limit was not always enough; inconclusive means no clear call, values can overlap the other calls; further: plate controls were buffer without enzyme for full effect and enzyme alone for no effect
CCHFV vOTU inh – CCHFV vOTU protease inhibitors, primary screen, biochemical, Pep-AMC substrate, fluorescence; AID 651958, 2012; hit rate 0.55% among 370,000; inhibition, % at 11.5 µM; in the data active means inhibition above about 30%; further: 0% = vehicle wells with enzyme and 100% = no enzyme wells
DUSP3 inh – VHR1 phosphatase inhibitors, primary screen, biochemical, absorbance, uHTS | Dual specificity protein phosphatase 3 (Homo sapiens), P51452 | recombinant VHR phosphatase, pNPP absorbance | inhibition, % at 13.3 µM | hit rate 0.52% among 290,000; in the data active means inhibition above about 50%; further: some compounds called inactive have numbers as strong as hits
Target sequence (P51452 whole entry, looked up): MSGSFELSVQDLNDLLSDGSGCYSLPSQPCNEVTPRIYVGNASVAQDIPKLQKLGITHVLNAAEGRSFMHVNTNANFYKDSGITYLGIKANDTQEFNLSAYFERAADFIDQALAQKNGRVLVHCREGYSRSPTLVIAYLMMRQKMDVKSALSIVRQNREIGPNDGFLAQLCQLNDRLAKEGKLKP
The depositor's hits bear a star; ? = inconclusive; . = not tested or not shown. Unless noted, no stated cut-off is given here; in the data, active means inhibition above about 30%; inconclusive means no clear call, values can overlap the other calls; inactive means below that.

SMILES	MazEF act	BoNT-A LC inh2	SSB-PriA inh	PrPC surface inh	Anthrax LF inh2	SARS 3CLpro inh	Rv3671c inh	BoNT F protease	CCHFV vOTU inh	DUSP3 inh
COc1cc(CCC(=O)OCn2nnc3ccccc3c2=O)cc(OC)c1OC	6	0.7	-22	4	1	1	-1	-16	-3	2
COc1ccc(C)cc1N(CC(=O)N1CCCC1)S(C)(=O)=O	2	-1.2	-12	-6	-10	-8	-1	5	-13	21
Cc1ccc(S(=O)(=O)NC(=O)Nc2cc(C)no2)cc1	10	-2.7	-18	1	4	0	-4	-8	2	.
CCOc1ccccc1OCC(=O)NC1CCCCC1	2	-0.6	-6	5	-4	1	-9	-8	10	6
COc1ccc(-n2cc(-c3ccccc3)c3c(N4CCN(CCO)CC4)ncnc32)cc1	-10	7.2	14	.	-2	-1	-13	8	.	-12
CCNC(=O)Cn1c(=O)c2c(ncn2Cc2ccccc2)n(Cc2ccccc2)c1=O	3	-0.4	-18	4	-5	7	-3	3	-6	30
C=CCOc1ccc(/C=N/NC(=O)CN(c2cc(Cl)ccc2OC)S(=O)(=O)c2ccc(C)c([N+](=O)[O-])c2)cc1	2	-0.5	.	3	1	-5	-48	-1	9	-8
O=C(N/N=C/c1cccc([N+](=O)[O-])c1)c1cc2c(ccc3ccccc32)o1	-13	0.3	.	4	-2	2	8	7	-2	69
O=C(c1ccccc1)N1CCN(C(=O)N2CCOCC2)CC1	10	0.4	-10	-4	1	4	-11	-4	-9	2
CCOc1ccc(S(=O)(=O)N2CCCC(C(=O)N3CCOCC3)C2)cc1Cl (configuration not stated)	7	-5.0	-1	4	-15	-2	4	-3	-2	22
CC(C)CN(C(=O)CN1CCc2ccccc21)c1c(N)n(CC(C)C)c(=O)[nH]c1=O	3	4.3	-8	-3	-6	2	-3	-15	-7	-2
O=C(N/N=C/c1c(F)c(F)c(F)c(F)c1F)c1cccc(S(=O)(=O)N2CCOCC2)c1	10	-0.9	.	11	1	2	-7	-1	6	15

Whole records, quoted from the list. Order of screens: MazEF act | BoNT-A LC inh2 | SSB-PriA inh | PrPC surface inh | Anthrax LF inh2 | SARS 3CLpro inh | Rv3671c inh | BoNT F protease | CCHFV vOTU inh | DUSP3 inh
Cc1ccc(S(=O)(=O)NC(=O)Nc2cc(C)no2)cc1 as listed: 10 | -2.7 | -18 | 1 | 4 | 0 | -4 | -8 | 2 | .
C=CCOc1ccc(/C=N/NC(=O)CN(c2cc(Cl)ccc2OC)S(=O)(=O)c2ccc(C)c([N+](=O)[O-])c2)cc1 as listed: 2 | -0.5 | . | 3 | 1 | -5 | -48 | -1 | 9 | -8
O=C(c1ccccc1)N1CCN(C(=O)N2CCOCC2)CC1 as listed: 10 | 0.4 | -10 | -4 | 1 | 4 | -11 | -4 | -9 | 2
O=C(N/N=C/c1c(F)c(F)c(F)c(F)c1F)c1cccc(S(=O)(=O)N2CCOCC2)c1 as listed: 10 | -0.9 | . | 11 | 1 | 2 | -7 | -1 | 6 | 15

(next part)
SMILES	MazEF act	BoNT-A LC inh2	SSB-PriA inh	PrPC surface inh	Anthrax LF inh2	SARS 3CLpro inh	Rv3671c inh	BoNT F protease	CCHFV vOTU inh	DUSP3 inh
NC(=O)COC(=O)c1ccc(NS(=O)(=O)c2ccc3c(c2)OCCO3)cc1	2	-0.8	-5	-7	-6	2	6	2	0	-4
COc1cc(C(=O)NC(C)c2cc(C)ccc2C)ccc1OCC(=O)N1CCOCC1 (configuration not stated)	3	-0.5	-23	0	-3	.	0	-5	3	.
Cc1nc2nc(SCC(=O)c3ccccc3)[nH]c2cc1Br	-2	0.2	6	9	-3	0	7	-6	-10	13
COc1ccc(C(=O)N(C)CC(=O)Nc2cccc(F)c2)cc1S(=O)(=O)NC1CCCC1	0	-4.4	-19	8	-8	.	2	-7	-8	.
O=C(NCC1CCCO1)C(c1cccs1)N(Cc1ccccc1Cl)C(=O)c1ccc(-c2ccccc2)[nH]1 (configuration not stated)	-2	-0.9	30	7	-3	9	-13	-5	-3	26
COc1ccc(Nc2n[nH]c(N)c2C(N)=O)cc1	4	-1.4	-2	2	0	1	7	3	-6	2
Clc1cccc(CN2CCCCCC2)c1Cl	3	?	-1	-1	-12	-2	-4	?	-18	-3
CC1CC2(C)C(=CC1=O)CCC1C2C(O)CC2(C)C1CCC2(O)C(=O)CO (configuration not stated)	9	-0.1	-4	10	1	.	.	-4	-3	.
O=C1CCC(C(=O)N2CCCCCC2)CN1Cc1cccc(C(F)(F)F)c1 (configuration not stated)	3	0.6	-15	15	0	-2	-2	-1	-2	-37
Cc1ccc(C2NC(c3ccc(C)cc3)C([N+](=O)[O-])C(C)(C)C2[N+](=O)[O-])cc1 (configuration not stated)	-5	-0.6	12	7	-2	4	-15	-1	14	7
CCC(=O)Nc1ccc(NC(=O)CSc2nnnn2C(C)C)cc1	4	-0.7	-6	2	1	-6	2	-6	0	6
CCNc1nc(SC(C)C(=O)OC)nc(N(C)C)n1 (configuration not stated)	-18	0.7	7	-8	1	-7	10	-6	-5	33
Nc1ncc(Br)cc1S(=O)(=O)Nc1cc(C(F)(F)F)cc(C(F)(F)F)c1	0	-0.4	-4	24	-2	23*	-22	7	32*	14
COc1ccc(C(=O)n2nc(C#N)c(C#N)c2N)cc1	5	1.8	-20	-1	1	0	-1	?	-9	6
CCCn1nnc(NC(=O)c2ccccc2Cl)n1	4	-0.4	3	0	-1	-11	1	7	-16	14
COc1ccccc1N(CC(=O)Nc1ccccc1C(=O)NCC(C)C)S(C)(=O)=O	4	-0.4	-7	-1	-6	-2	-4	0	5	33
C[C@@H]1CN([C@@H](C)CO)C(=O)CCCn2cc(nn2)CO[C@H]1CN(C)C(=O)CCCN(C)C	10	-0.8	.	5	0	.	.	-2	5	.
CN(C(=O)c1ccccc1C(=O)OCC(=O)c1ccccc1)c1ccccc1	3	0.1	-3	2	0	.	-1	0	13	.
O=C(CSc1nnc(-c2ccc(Br)cc2)o1)Nc1cccc(C(=O)O)c1	-3	0.2	-8	8	2	1	-1	-10	7	5
O=C(c1ccccc1)c1c[nH]c(C(=O)NNc2cccc(Cl)n2)c1	-11	-1.9	10	4	0	-2	4	-2	-11	-11
O=C(Nc1cc(S(=O)(=O)N2CCCCCC2)ccc1OCC(F)(F)F)c1ccc(=O)[nH]c1	3	0.1	-5	0	0	.	-8	-9	5	.
Cn1c(=O)c2c(-c3ccccc3)n(Cc3ccccn3)cc2n(C)c1=O	7	-1.0	-6	-2	-5	2	-10	-8	0	4
CC(C)[C@@H](C(=O)O)N(Cc1cccc(CN([C@H](C(=O)O)C(C)C)S(C)(=O)=O)c1)S(C)(=O)=O	8	0.2	-13	-5	-2	-5	7	-11	1	20
O=C(COC(=O)c1ccc(O)cc1)c1ccc2c(c1)OCCO2	-1	2.5	4	5	3	.	.	5	-6	.
S=C(Nc1ccccc1)N1CCN(Cc2ccccc2)CC1	1	0.6	10	2	-6	-1	-9	0	2	7
COCCNC(=O)CN(C(=O)Cn1nnc2ccccc21)c1ccc(C)cc1	5	0.1	-5	-10	1	0	5	-1	-5	17
Cc1ccc2nc(-c3ccc(Br)cc3)cn2c1	14	2.4	-11	6	7	0	1	?	-7	8
NC(=O)NOCc1c(Cl)cccc1Cl	6	0.0	-3	5	3	2	1	-7	0	13
Cc1ccc(S(=O)(=O)CCC(O)c2ccc(Cl)cc2)cc1 (configuration not stated)	-2	-1.1	-5	3	-9	-1	-3	23	4	26
CCc1nc2ccc(C(=O)Nc3ccc(NC(C)=O)cc3)cn2c1N(CCC(C)C)CCN(C)C	.	-0.4	.	7	-7	.	.	0	0	.
COc1ccc(C2CC=C(C(C)=O)CN2S(=O)(=O)c2ccc(C)cc2)cc1 (configuration not stated)	.	-0.3	.	8	-1	.	.	4	-9	.
O=C(CSc1nc(O)cc(=O)[nH]1)N1CCCc2ccccc21	-3	1.0	-3	4	0	5	16	-2	-7	28
Cc1cc(OCC(=O)OCC(=O)Nc2ccc(Cl)cn2)ccc1Cl	8	-0.5	-15	-3	-2	.	-5	-6	-3	.
O=C(NCc1ccc(Cl)cc1)C1CCN(S(=O)(=O)c2ccccc2)CC1	3	-1.2	-12	10	-2	1	2	-6	-10	25
N=C1SCC(=O)N1/N=C/c1ccccc1	9	0.4	.	11	-2	2	5	1	-7	21
Cc1c(C(=O)Nc2cccc(S(=O)(=O)N3CCOCC3)c2)oc2ccccc12	0	0.1	-7	-9	-13	.	-5	0	8	.

Grouped by structure, the entries above with a furan ring, fused or not
SMILES	MazEF act	BoNT-A LC inh2	SSB-PriA inh	PrPC surface inh	Anthrax LF inh2	SARS 3CLpro inh	Rv3671c inh	BoNT F protease	CCHFV vOTU inh	DUSP3 inh
O=C(N/N=C/c1cccc([N+](=O)[O-])c1)c1cc2c(ccc3ccccc32)o1	-13	0.3	.	4	-2	2	8	7	-2	69
Cc1c(C(=O)Nc2cccc(S(=O)(=O)N3CCOCC3)c2)oc2ccccc12	0	0.1	-7	-9	-13	.	-5	0	8	.

(further entries)
SMILES	MazEF act	BoNT-A LC inh2	SSB-PriA inh	PrPC surface inh	Anthrax LF inh2	SARS 3CLpro inh	Rv3671c inh	BoNT F protease	CCHFV vOTU inh	DUSP3 inh
CCOC(=O)C1CCN(C(=O)COC(=O)c2nc3nc(C)cc(C)n3n2)CC1	7	4.6	2	7	-1	.	-2	-5	-2	.
Cc1cc(C)c(C)c(S(=O)(=O)NCc2ccncc2)c1C	2	3.7	-18	10	-2	3	4	18	11	6
COc1ccc(Cl)cc1N(CC(=O)Nc1cccc(SC)c1)S(C)(=O)=O	2	4.1	3	2	-6	5	2	4	-11	15
COc1cc(N)c(Cl)cc1C(=O)OCC(=O)N(C)C1CCCCC1	8	0.5	0	4	-8	.	0	-5	5	.
CC(C)(C)n1nnnc1C(c1ccccc1)N1CCN(C(=O)c2ccco2)CC1 (configuration not stated)	.	-0.2	.	-1	3	.	.	0	-1	.
Cc1nc2cc(NC(=O)NCc3ccco3)ccc2n1C	2	-1.6	3	-3	-3	0	2	-17	-6	-4

Only part of the results is shown; rates above refer to the full screens.
